WT yeast gro inh: growth inhibition of WT yeast, mitochondrial fusion screen | mitochondrial fusion phenotypic screen, WT strain | inhibition, % at 10 µM | 190,000 compounds, 2.1% hits | AID 1362; in the data active = inhibition above about 58%; tested in S. cerevisiae
Hep lipid drop: hepatic lipid droplet formation modulation; AML12 mouse hepatocytes, oleate lipid droplets, BODIPY imaging; inhibition, % at 6.5 µM; 240,000 compounds, 0.4% hits;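 active = lipid droplet intensity inhibited by at least 50%, with more than 500 cells counted; inconclusive = wells with under 300 cells, treated as cytotoxic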
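Technique: fluorescence imaging, 20x objective, two fields per well / Assay system: AML12 hepatocytes (mouse) / Measure: % inhibition of lipid droplet signal / Doses: 6.5 µM single-point dosing / Incubation: overnight exposure / Reagent: 100 µM oleic acid challenge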
HEK293 NOD2/NF-kB: NOD2 signaling inhibitors, cell-based, luminescence, uHTS, HEK293 (AID 1566). HEK293 NOD2/NF-kB luciferase reporter, luminescence; higher % means a stronger effect. inhibition, % at 4 µM; hits with a dose series show EC50 in µM. 290,000 compounds, 0.63% hits; in the data active = inhibition above about 50%; also: many of its hits are not listed in these tables
b-catenin transl: alters nuclear translocation of beta-catenin in HeLa cells | immunofluorescence imaging | AID 1665 | 190,000 compounds, 0.3% hits | nuclear translocation activity, % at 5 µM;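 active = nuclear translocation activity above 50% at 5 µM, with a well cell count of 50 or more; inconclusive = wells under 50 cells across six images, flagged as toxic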;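 also: per-cell ratio of nuclear to cytoplasmic median beta-catenin stain intensity; plate controls were DMSO negative control for no effect and GSK-3 inhibitor IX positive control for full effect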
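Technique: fluorescence imaging of beta-catenin antibody stain plus DAPI / Material: human HeLa cell line / Incubation: compound treatment 24 h, 37°C, 5% CO2 / Read-out basis: % activation of per-cell nuclear versus cytoplasmic median beta-catenin signal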
Yfh1-depleted yeast: mitochondrial function rescue without frataxin homolog – Friedreich's ataxia, plus single-dose screen, dose response (AID 1465) | S. cerevisiae Yfh1-off respiration, WST-1 reduction, 72 h; higher fold induction means a stronger effect | one-dose fold induction at 50 µM; EC50 in µM for titrated hits | 220,000 compounds, 0.074% hits;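 active = fold induction of absorbance versus untreated yeast above a set limit, then at least 30% activation at any dose in follow-up; inconclusive = repeats straddling the limit, or above it without dose testing; inactive = fold induction below the set limit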;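 also: activators that raise dye reduction in frataxin-depleted yeast; strong numbers were not always called active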
Autophagy mod: autophagy modulation, high-content screen; MEF GFP-LC3 puncta imaging; test concentration mostly 10 µM; calls only at 10 µM (by protocol); 190,000 compounds, 0.98% hits;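 active = percentage of spot-positive cells more than 3 SD above its plate mean, without a fluorescence outlier flag or 80% toxicity; inconclusive = no clear call, values can overlap the other calls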;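 also: spot-positive cell cutoff set from DMSO-treated cells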
MT stabilize HCS: microtubule stabilization, imaging screen. 200,000 compounds, 0.83% hits. % tubulin-high responders, % at 10 µM. HeLa tubulin immunostaining HCS, 24 h; share of cells brighter than vehicle mean+2SD. AID 2205;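 active = plate Z-score above 3 for both tubulin-high and condensed-nucleus cell shares, with cell loss under 80%, at 10 µM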;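 also: anti alpha tubulin signal scored within the nucleus-defined area of each cell; some results filed as inactive read as strong as hits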
Dynein transport: dynein cargo transport inhibition. z-score, hits read low. 3617.4 mouse cells, GR-EGFP nuclear translocation imaging; test concentration mostly 20 µM; stimulated with dexamethasone, 1 µM; stronger effect = lower value. 220,000 compounds, 0.47% hits;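 active = plate z-score of nuclear minus cytoplasmic receptor signal below a set negative limit, without overly bright fluorescence or cell loss, cut at about -3.5 in these data, passing the limit was not always enough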;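 also: z-score of nuclear minus cytoplasmic ring GR-EGFP intensity difference per well; some compounds called inactive have numbers as strong as hits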
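Schedule: 48 h induction, then 1 h compound, then 30 min agonist, 37 °C. Buffer or medium: tetracycline-free induction medium containing charcoal-stripped FBS. Reagent: 1.0 µM final dexamethasone stimulus. Evaluation: nuclear versus cytoplasmic GR-EGFP signal, averaged per well. Signal: high-content fluorescence imaging after fixation.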
Ins promoter up: MIN6 insulin promoter up-regulation | AID 1625 | 190,000 compounds, 0.3% hits | MIN6 insulin promoter-GFP reporter, high-content imaging; stronger effect = higher value | z-score at 5 µM;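 active = z-score above 3 at 5 µM with at least 500 cells counted in the well; inconclusive = wells under 500 cells, flagged as cytotoxic or low count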
WT yeast gro inh mutant strain: further read-out of WT yeast gro inh, marked with its call; inhibition, %; mitochondrial fusion phenotypic screen, mutant strain inhibition
Dynein transport cytoplasmic EGFP: second read-out of Dynein transport, no call of its own (marks repeat the call); z-score; measured here: cytoplasmic GR-EGFP intensity; stronger effect = higher value
Dynein transport nuclear GR-EGFP: further read-out of Dynein transport, marked with its call; z-score; measured here: nuclear GR-EGFP intensity;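 lower value marks the stronger effect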
Dynein transport cell count: recorded beside Dynein transport, whose call it bears; z-score; measured here: cell count per field
Ins promoter up cell count: recorded beside Ins promoter up, whose call it bears; cell count; measured here: cytotoxicity, nuclei count;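 total cells summed across four imaged fields per well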
Hep lipid drop cells 6.5 µM: also measured in Hep lipid drop; calls as there; cell count; measured here: cell count, cytotoxicity flag;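 cells counted across two imaged fields per well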
b-catenin transl cell count 5 µM: second read-out of b-catenin transl, no call of its own (marks repeat the call); cell count; measured here: cell count, cytotoxicity flag
MT stabilize HCS Hoechst-high %: further read-out of MT stabilize HCS, marked with its call; % Hoechst-high responders; measured here: nuclear condensation Hoechst responders;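 share of cells brighter than vehicle mean plus two SD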
MT stabilize HCS cytotoxicity %: also measured in MT stabilize HCS; calls as there; toxicity, %; measured here: cytotoxicity by cell density;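 0% = mean cell density of plate MIN control wells and 100% = no cells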
Autophagy mod cell loss 18 h: further read-out of Autophagy mod, marked with its call; toxicity, %; measured here: cell loss, nuclei count;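 cell loss after 18 h compound exposure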
Starred values were filed as active, the others as inactive; i = inactive; ? = inconclusive; . = not tested or not shown. These rows are one share of the data; the hit share may differ from the screen's.

Values run as follows: WT yeast gro inh	WT yeast gro inh mutant strain	Hep lipid drop	Hep lipid drop cells 6.5 µM	HEK293 NOD2/NF-kB	b-catenin transl	b-catenin transl cell count 5 µM	Yfh1-depleted yeast	Autophagy mod	Autophagy mod cell loss 18 h	MT stabilize HCS	MT stabilize HCS Hoechst-high %	MT stabilize HCS cytotoxicity %	Dynein transport	Dynein transport cytoplasmic EGFP	Dynein transport nuclear GR-EGFP	Dynein transport cell count	Ins promoter up	Ins promoter up cell count
- Cc1cc(NC(=O)CSc2ncnc3c2cnn3-c2cccc(Cl)c2)no1
  6.9	8.6	2.5	685	2.6%	-1.6	1091	i	i	-16.2	1.8	1.2	0.1	-0.785	-0.178	-0.395	1.59	-0.12	1556
- CCOC(=O)N1CCN(CCC(=O)Nc2ccc(Br)cc2)CC1
  -14.9	-4.0	0.2	831	4.7%	-4.1	1189	i	i	-11.0	2.1	0.9	6.3	2	-0.29	0.803	1.13	0.08	1015
- COc1ccccc1C(=O)Nc1ccc2oc(-c3ccc(F)cc3)nc2c1
  -18.2	-9.0	9.9	796	1.3%	-6.0	1270	i	i	-0.9	3.3	2.4	3.8	0.496	-0.147	0.258	-0.00976	-0.09	1281
- COc1ccccc1N1C(=O)[C@@H]2C(C(=O)CN3C(=O)c4ccccc4C3=O)=NN[C@@H]2C1=O
  .	.	10.9	652	13.5%	0.1	1376	i	.	.	.	.	.	0.269	-0.289	0.0398	0.955	-0.17	1060
- COc1ccc(NC(=O)c2ccc(Br)o2)c([N+](=O)[O-])c1
  9.6	23.1	.	.	-36.6%	6.0	1237	i	i	-16.1	3.3	2.8	2.6	0.295	-0.172	0.716	0.552	-0.41	1459
- CCOC(=O)CC(=O)c1cc(OC)c(OC)c(OC)c1
  -17.4	-10.8	-0.4	531	0.3%	-0.2	1033	i	i	10.2	2.6	2.2	11.8	-1.36	-0.253	-0.182	0.574	1.29	1093
- COc1ccc(OCCNC(=O)C(Cc2c[nH]c3ccccc23)NC(C)=O)cc1 (stereo not drawn)
  -11.9	-2.9	14.1	751	8.9%	0.2	1060	i	i	4.8	8.0	1.4	6.2	-0.00881	-0.359	-0.181	0.618	0.18	1240
- Cc1ccc(NC(=O)c2ncn[nH]2)cc1
  -3.6	-1.1	2.9	717	-21.1%	0.7	1619	i	i	-1.1	3.2	2.6	2.4	0.244	-0.216	-0.425	0.372	-0.24	1322
- O=C(Nc1ccccc1)c1cc([N+](=O)[O-])ccc1NC1CCCCC1
  19.1	9.1	-7.8	607	-37.5%	0.4	1125	i	i	4.3	4.9	1.8	7.4	0.132	-0.195	0.368	-0.865	0.01	1347
- Cc1ccccc1NC(=O)C(=O)NC(C)CCc1ccccc1 (stereo not drawn)
  -11.8	9.7	1.7	655	-6.1%	.	.	i	i	-10.6	2.8	3.5	5.1	-0.414	0.172	-0.487	0.756	1	1295
- O=C(CSc1cccc[n+]1[O-])Nc1ccccc1Oc1ccccc1
  -11.8	0.2	-2.2	678	7.0%	-2.5	1034	i	i	-0.1	1.8	2.4	5.9	-0.277	-0.212	0.372	0.317	-0.1	1129
- Nc1nc(SCC(=O)Nc2cc(C(F)(F)F)ccc2N2CCOCC2)n[nH]1
  -5.9	4.2	3.6	701	6.4%	4.4	1066	i	i	-12.2	2.5	1.2	6.8	0.0986	-0.173	0.114	0.442	-0.18	1044
- COc1ccc(/C=C/c2cc(=O)c3cc(Cl)ccc3o2)cc1
  11.5	2.0	4.8	605	27.7%	2.0	485	i	i	-0.9	5.0	2.3	2.0	0.21	-0.146	-0.00894	-0.097	-0.53	1271
- O=C(NC(Nc1nc2ccccc2s1)(C(F)(F)F)C(F)(F)F)c1ccccc1
  -1.2	-22.9	-1.0	816	1.8%	-5.3	999	i	i	-12.7	2.1	1.1	8.7	0.495	0.0267	0.745	0.808	0.55	856
- Cc1cc(C)nc(N2CCCC(C(=O)NCCC3=CCCCC3)C2)n1 (stereo not drawn)
  -3.4	-7.3	.	.	9.5%	-0.3	1176	i	i	10.1	7.3	3.0	6.5	-0.0464	-0.275	0.232	0.416	0.27	1162
- CCCCCCCCCC(=O)NNC(=O)c1c(O)c2ccccc2n(CC)c1=O
  -0.1	10.4	-5.0	742	11.9%	0.1	1101	i	i	0.6	3.0	2.1	3.9	-0.137	-0.235	-0.198	0.802	-0.32	1425
- Cc1csc(NC(=O)CSc2ccc3nnc(CCNS(=O)(=O)c4ccccc4)n3n2)n1
  -2.6	-8.5	13.9	470	9.4%	-0.2	953	i	i	-5.0	4.6	1.7	11.0	-0.339	-0.329	-0.538	0.143	-0.08	1330
- O=C(N/N=C/c1ccccc1OC(F)F)NC1CCCCC1
  .	.	-12.1	720	2.9%	-1.2	1286	i	.	.	.	.	.	-1.16	-0.805	-0.878	0.267	-0.1	1052
- COc1ccccc1/C=C/C=N/NC(=O)Cc1cccs1
  -12.4	-6.4	-3.7	608	-49.1%	-0.7	900	i	i	-7.0	3.2	2.9	8.5	-0.225	-0.226	0.0481	-0.388	-0.01	1287
- COc1ccc(OC)c(C(=O)CSc2nnc(Cc3cccs3)n2CCc2ccccc2)c1
  -24.9	-2.4	.	.	-11.7%	-0.4	1248	i	i	1.0	3.3	1.4	4.5	0.601	0.023	-0.226	-1.48	0.15	1496
- O=S(=O)(NCC(c1cccnc1)N1CCN(c2ccc(F)cc2)CC1)c1cccs1 (stereo not drawn)
  11.7	-0.6	-15.2	649	17.3%	-4.0	1090	i	i	16.8	3.2	1.0	4.6	1.21	-0.193	0.912	-0.0127	-1.61	1821
- CCCCc1ccc(S(=O)(=O)NNC(=S)NCc2ccco2)cc1
  37.1	3.7	16.9	764	-1.3%	-0.1	523	i	i	-6.8	2.8	2.1	5.8	0.339	-0.222	0.295	-0.352	0.02	1233
- CCCNC(=O)NCCc1c(C)[nH]c2ccccc12
  4.0	1.9	.	.	6.0%	-1.0	1105	i	i	5.9	6.8	2.6	3.6	2.87	-0.0197	1.65	-1.2	-0.28	963
- CCOC(=O)N1CCN(Cc2nc3ccc([N+](=O)[O-])cc3c(=O)n2-c2cccc(OC)c2)CC1
  -16.2	2.5	15.6	668	9.3%	-2.1	1098	i	i	10.4	4.6	2.3	9.0	-0.205	-0.269	0.233	-0.613	-0.45	1196
- C=CCn1cnc2c(NCc3ccccc3)ncnc21
  18.1	13.7	16.8	770	-7.6%	-0.1	960	i	i	-6.2	2.5	2.1	1.0	-0.135	-0.279	-0.723	-0.372	0	1056
- COc1ccc(NC(=O)CC2C(=O)N(c3cccc(C)c3)C(=O)N2C2CCCCC2)cc1 (stereo not drawn)
  -10.0	2.4	1.7	809	-93.1%	-3.0	1053	i	i	-1.0	4.6	1.5	4.7	0.0361	-0.118	0.329	0.903	0.23	818
- O=C(OCC(=O)N1CCOCC1)c1ccccc1SCC(=O)N1CCCC1
  10.4	21.2	.	.	2.3%	1.1	1143	i	.	.	1.6	2.1	11.6	0.485	-0.175	0.579	-0.45	-0.95	1088
- CN(C)c1nc(C#N)nc(N2CCOCC2)n1
  -14.4	-23.9	.	.	5.8%	1.6	1313	i	i	5.5	2.8	2.0	1.4	-1.01	-0.179	-1.29	0.436	0.06	1638
- CCN1C(=O)CCC(C(=O)O)C1c1ccc(OC)cc1 (stereo not drawn)
  .	.	3.8	739	-1.1%	5.6	852	i	.	.	.	.	.	0.413	-0.185	-0.0129	0.0302	0.08	1422
- N#Cc1c(-c2ccco2)cc(C2CC2)nc1SCC(=O)c1ccccc1
  -10.7	-7.6	.	.	16.4%	-0.9	1401	i	i	7.0	3.2	1.5	7.8	0.272	-0.254	0.38	-0.986	.	.
- C[C@@H](C(=O)NCC1CC1)[C@H]1C[C@]1(C)[C@H](NC(=O)OCc1ccccc1)c1ccccc1
  7.3	-25.5	-3.3	753	6.5%	.	.	i	i	6.3	2.6	1.3	5.3	0.142	-0.238	0.49	-0.0406	-0.5	1143
- CCc1nnc(N/N=C/c2c(C)[nH]c3ccccc23)n1N
  -27.6	1.0	0.2	736	-3.9%	0.0	1500	?	i	-8.4	3.1	3.5	9.4	-1.01	-0.356	-0.499	0.525	0.25	1415
- O=S(=O)(CCOc1ccccc1)c1nc2ccccc2[nH]1
  0.1	1.3	0.5	739	3.8%	.	.	i	i	-3.2	4.7	3.2	22.3	2.59	-0.104	1.92	-2.27	2.98	1125
- COC(=O)NCC(c1ccco1)N1CCN(c2ccc(OC)cc2)CC1 (stereo not drawn)
  -2.2	6.6	13.4	705	16.6%	-0.2	1070	i	i	6.4	5.1	2.2	6.0	0.333	-0.276	0.855	-0.653	-0.05	1250
- C/C(=N/NC(=O)CSc1nc2ccccc2s1)c1ccncc1
  .	.	-12.7	744	-1.9%	-2.6	1207	i	.	.	.	.	.	0.495	-0.274	0.21	-0.23	-0.08	1442
- COc1cc(NC(=S)NC(=O)c2ccc(F)cc2)ccc1NC(=O)c1ccco1
  3.7	6.9	-12.0	633	13.7%	-6.3	551	i	i	7.1	3.1	1.5	3.7	0.37	-0.255	0.292	0.206	0.11	1342
